# BAZ2B inh = BAZ2B (human) inhibition; Q9UIF8; AlphaScreen BAZ2B-H3K14Ac peptide displacement; Potency, µM (series often up to 114 µM), inactives show at the highest dose activity change, negative = inhibition, usual class: inhibitors; 360,000 tested, 4.4% active; note: potency is the fitted concentration of half-maximal effect; % is set by controls: 0 for no effect and ±100 for the full control effect; nearly all actives have a fitted effect of over 60% in size
#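 Protein-peptide AlphaScreen: BAZ2B 50 nM, b-H3K14Ac 50 nM, 1x PBS pH 7.4 + 0.01% Tween-20. Preincubation 30 min RT; cpd 30 min RT (top 110 uM); beads 20 min RT, light-protected.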
# Tb PGK inh = blocks T. brucei phosphoglycerate kinase | P07378 | PGK/GAPDH coupled, Kinase-Glo luminescence, 60 min | Potency, µM (series often up to 57.5 µM), inactives show top-dose activity change, negative = inhibition, hits mostly inhibitors | 380,000 tested, 0.043% active | AID 602233; note: potency is the fitted concentration of half-maximal effect; % is set by controls: 0 for no effect and ±100 for the full control effect; nearly all actives have a fitted effect of over 60% in size
#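 Recombinant glycosomal PGK reaction used 1,3-bisphosphoglycerate generated in-well by GAPDH (100nM final) in 100mM TEA pH 7.6, 5mM MgCl2, 0.01% Tween-20. After 60 minutes at room temperature, ATP was read by Kinase-Glo Plus luminescence end-point.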
# Pin1 inh = human Pin1 inhibition. Pin1 FP peptide displacement, HiFluor488, 10 min. Q13526. 390,000 tested, 0.009% active. Potency, µM (titrated, usually from 115 µM), without a hit: at the highest dose activity, negative = inhibition, actives largely listed as inhibitors; active = well fitted inhibition curve with a large enough effect in the polarisation, with a control signal flat, not every such curve was filed as active; inconclusive = small, poorly fitted or top-dose-only effect, or effect the other way, or a change in a side signal; inactive = no such curve, though single readings can be large or run the other way; the % refers to the polarisation; note: potency is the fitted concentration of half-maximal effect; % is set by controls: 0 for no effect and ±100 for the full control effect
# Pol eta inh = DNA polymerase eta (human) inhibition; recombinant Pol eta, fluorescent DNA replication assay; 390,000 tested, 1.2% active; Potency, µM (titrated, usually from 114 µM), for the others: at the top dose activity change, negative = inhibition, actives largely listed as inhibitors; Q9Y253; note: potency is the fitted concentration of half-maximal effect; % is set by controls: 0 for no effect and ±100 for the full control effect
#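 Pol eta at 10 nM preincubated with compounds 15 min at room temperature; reaction started with fluorescent substrate (50 nM final) and read kinetically at 0 and 10 min.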
# G9a inh = inhibitors of human histone lysine methyltransferase G9a; Q96KQ7; G9a H3K9 monomethylation, AlphaScreen, 2 h; Potency, µM (series often up to 102 µM), without a hit: top-dose activity, negative = inhibition, actives largely listed as inhibitors; 350,000 tested, 8.8% active; note: potency is the fitted concentration of half-maximal effect; % is set by controls: 0 for no effect and ±100 for the full control effect; nearly all actives have a fitted effect of over 75% in size
# Target sequence (Q96KQ7 913-1193 limits assumed): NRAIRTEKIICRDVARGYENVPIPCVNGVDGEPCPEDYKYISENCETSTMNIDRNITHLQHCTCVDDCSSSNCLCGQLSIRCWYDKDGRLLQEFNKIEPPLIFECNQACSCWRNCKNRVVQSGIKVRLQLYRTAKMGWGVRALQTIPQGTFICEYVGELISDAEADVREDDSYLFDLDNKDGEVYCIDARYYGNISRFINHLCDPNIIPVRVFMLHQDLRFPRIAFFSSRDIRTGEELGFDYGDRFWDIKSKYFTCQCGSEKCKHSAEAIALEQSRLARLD
#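 Chemiluminescent proximity detection of H3K9 monomethylation, read after 10 min bead incubation in the dark. Reaction: 20 nM G9a, 500 nM biotin-H3K9 peptide, 20 uM SAM cofactor, 2 h, room temperature, following 15 min enzyme-compound preincubation.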
# HP1b chromo inh = HP1-beta chromodomain-methylated histone interaction inhibition; Potency, µM (titrated, usually from 114 µM), for the others: top-dose activity change, negative = inhibition, usual class: inhibitors; 390,000 tested, 0.56% active; AlphaScreen HP1-beta / biotin-H3K9me3 peptide binding; P83916; AID 540317; note: potency is the fitted concentration of half-maximal effect; nearly all actives have a fitted effect of over 70% in size; inactives centre near 23
#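 HP1-beta protein (50 nM final) preincubated 30 min at room temperature with biotinylated H3(1-18)K9me3 peptide (50 nM) in PBS pH 7.4, 0.01% Tween-20, then compound added for 30 min. AlphaScreen streptavidin donor/nickel chelate acceptor beads (10 ug/mL final), 30 min dark, luminescence read.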
# JMJD2A Tudor = inhibitors of human JMJD2A Tudor domain; O75164; AlphaScreen JMJD2A-Tudor / H3K4me3 peptide binding; Potency, µM (doses to about 114 µM), without a hit: at the highest dose activity change, negative = inhibition, hits mostly inhibitors; 390,000 tested, 4.4% active; AID 504339; note: potency is the fitted concentration of half-maximal effect; % is set by controls: 0 for no effect and ±100 for the full control effect; nearly all actives have a fitted effect of over 50% in size
# PI4K2A block = inhibitors of human PI4K2A | purified PI4K2A, ADP-Glo luminescence, 1 h; hits give low values | activity change, negative = inhibition, % at 76.9 µM | Q9BTU6 | 420,000 tested, 0.13% active; in the data active = activity change below about -50%; inconclusive = mostly about -30% to -49%;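 note: -100% = wells without enzyme as full effect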
#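 ADP-Glo luminescence measured ADP generated by PI4K2A enzyme (4 ug/mL before mixing) with 1.2 mM PI substrate (pre-mix) and 300 microM ATP (pre-mix). Tris pH7.5 buffer with MgCl2, Triton X-100; 1 h reaction at ambient temperature.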
# GLS inh = blocks human kidney-isoform glutaminase activity; O94925; GLS enzymatic activity, qHTS titration; Potency, µM (series often up to 45.5 µM), for inactives: at the highest dose activity change, negative = inhibition, most hits filed as inhibitors; 410,000 tested, 0.21% active; note: potency is the fitted concentration of half-maximal effect; % is set by controls: 0 for no effect and ±100 for the full control effect
# Target sequence (O94925 whole entry, looked up, canonical isoform): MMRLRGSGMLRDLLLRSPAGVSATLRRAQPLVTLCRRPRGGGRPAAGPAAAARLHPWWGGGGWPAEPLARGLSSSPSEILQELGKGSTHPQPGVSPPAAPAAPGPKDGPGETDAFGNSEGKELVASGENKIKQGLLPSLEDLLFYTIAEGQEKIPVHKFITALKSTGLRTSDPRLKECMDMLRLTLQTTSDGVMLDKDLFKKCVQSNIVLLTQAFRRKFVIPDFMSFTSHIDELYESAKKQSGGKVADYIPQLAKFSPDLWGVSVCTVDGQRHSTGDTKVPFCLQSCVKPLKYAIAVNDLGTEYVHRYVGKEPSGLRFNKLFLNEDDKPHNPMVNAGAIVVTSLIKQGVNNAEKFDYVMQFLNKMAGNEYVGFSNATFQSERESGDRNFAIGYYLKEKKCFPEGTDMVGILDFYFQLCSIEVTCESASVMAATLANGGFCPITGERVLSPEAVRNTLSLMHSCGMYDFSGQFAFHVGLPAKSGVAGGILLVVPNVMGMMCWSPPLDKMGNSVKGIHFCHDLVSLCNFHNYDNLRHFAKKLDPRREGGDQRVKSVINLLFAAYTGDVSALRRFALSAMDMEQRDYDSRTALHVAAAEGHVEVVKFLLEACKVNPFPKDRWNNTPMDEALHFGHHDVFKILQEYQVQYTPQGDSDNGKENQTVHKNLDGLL
#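 Read-out is an Amplex red fluorescence increase coupled through glutamate oxidase and HRP, measured before and after 30 min room-temperature incubation. hKGA is in 45 mM KH2PO4 (pH 8.2) with 0.02% Tween-20; glutamine added as 1mM solution.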
# Numbers without * were called inactive; i = inactive; ? = inconclusive; . = no result given; [ ] = another dose, or the depositor's remark. Unless noted, calls come from the whole dose curve; as a rule, active = well fitted curve in the direction sought with a large enough effect; inconclusive = small, poorly fitted or top-dose-only effect, or another doubt; inactive = no such curve, though single readings can be large; an effect the other way counts as inactive or inconclusive.
SMILES,BAZ2B inh,Tb PGK inh,Pin1 inh,Pol eta inh,G9a inh,HP1b chromo inh,JMJD2A Tudor,PI4K2A block,GLS inh
CCCCCOC(=O)c1ccc(OC(=O)c2cncc(Br)c2)cc1,20%[57.1 µM],.,1%,0%,?,37%,22%,0,0%
N#C/C(=C\Nc1ccc(Cl)cn1)S(=O)(=O)c1ccccn1,-7%,-2%,-2%,-12%,.,48%[activator],-8%,2,-13%
CC[C@]12c3[nH]c4ccccc4c3CCN1C(=O)C(CC(=O)NCCC1=CCCCC1)C[C@@H]2C(=O)N1CCN(C(=O)c2ccco2)CC1 (stereo partly drawn),.,-4%,-6%,-11%,.,30%,-25%,-2,-4%
O=C(CCNS(=O)(=O)c1ccc2c(c1)CCN2C(=O)C1CC1)Nc1ccc(Cl)cc1,-1%,i,-9%,-2%,-2%[59 µM],18%[57 µM],-15%,-6,-12%
Cn1c(=O)c([N+](=O)[O-])c(NCCCn2ccnc2)c2ccccc21,-7%,1%,1%,-20%,.,25%,-5%,8,9%
C/C(=N/NC(=O)CNc1ccc(C)cc1)c1ccc(Cl)cc1,?,-6%,-1%,5%,45µM*,-13%,?,0,14%
O=C(c1ccc(N2CCCC2)c([N+](=O)[O-])c1)N1CCN(c2ccccn2)CC1,?,12%,12%,-8%,8%[59 µM],3%,-29%,4,1%
CN(Cc1ccco1)S(=O)(=O)c1nnc(NC(=O)c2ccc(F)cc2)s1,-3%,-8%,-5%,0%,-21%,27%,-21%,-4,-1%
O=[N+]([O-])c1cc2ccccc2nc1-c1ccccc1,.,-1%,9%,-5%,.,-6%[57 µM],-19%,-1,-8%
Cc1ccc(C(C)C)c(Oc2nnnn2-c2ccccc2)c1,70%[activator],.,?,-9%,8%[12.7 µM],140%,79%[activator],3,6%
Cc1ccc(NC(=O)CSc2ncccn2)cc1F,-13%,2%,7%,-15%,13%,19%,-18%,0,-4%
O=C(NCc1ccncc1)C(=O)NCC(c1ccco1)N1CCN(c2ccccc2F)CC1 (stereo not drawn),3%,-9%,-2%,-7%,1%[59 µM],-12%,-26%,7,8%
Cc1c(C)n(-c2ccccc2)c2ncnc(NCCN(C)C)c12,-30%,1%,3%,-18%,?,3%,-26%,3,13%
Cc1oc(-c2cccc(Cl)c2)nc1CS(=O)(=O)CC(=O)NCc1ccco1,-29%,-7%,-2%,2%,-13%,12%,-39%,-1,2%
COc1ccc(-n2c(=S)[nH]c3cc(C(=O)Nc4ccc(C)c(F)c4)ccc3c2=O)c(OC)c1,-1%,-8%,-2%,-17%,14%,-2%,?,5,9%
Cc1csc2nnc(N)n12,-3%,-5%,8%,2%,11%,29%,8%,1,0%
CCOc1cc(/C=C\[N+](=O)[O-])ccc1OCC(=O)Nc1ccccc1C,11%,8%,2%,0%,?,41%[activator],-11%,-1,-11%
COc1cc2c(cc1OC)C(C(=O)Nc1cc(C)c(OC)c(C)c1)CC(=O)N2 (stereo not drawn),-7%,-2%,4%,-5%,18%,-25%,-22%,2,-1%
CC(C(=O)O)N1C(=O)C2C3CC(C2C1=O)C1C(c2ccccc2)c2sc(=O)[nH]c2SC31 (stereo not drawn),-4%,-8%,?,-18%,-5%[59 µM],22%,-28%,-24,21%
CCC(C(=O)NC1CCCC1)n1c2ccccc2c2nc(=O)cc(C)n21 (stereo not drawn),.,i,-12%,-13%,.,34%[57 µM],-5%,3,-3%
Cc1noc(C)c1CSc1nnc2ccccn12,10%,1%,2%,-10%,-28%,33%,-8%,2,-18%
O=C(CSC1=NCCS1)NC(NC(=O)CSC1=NCCS1)c1ccccc1,-2%,7%,2%,4%,17%,30%,-11%,-3,-9%
O=C(Nc1ccccc1)O/N=C/c1ccccc1Cl,?,-8%,0%,-2%,0%[0.501 µM],10%,9%,1,-20%
CCCc1cc(=O)n2nc(N3CCC(C(=O)NCc4ccco4)CC3)sc2n1,-1%,-11%,-7%,-16%,7%,-4%,25µM*,-6,18%
O=C(NCc1ccccc1)c1cc2ccccc2oc1=O,1%,5%,10%,-16%,.,39%[activator],2%,-22,-1%
# The listing continues.
SMILES,BAZ2B inh,Tb PGK inh,Pin1 inh,Pol eta inh,G9a inh,HP1b chromo inh,JMJD2A Tudor,PI4K2A block,GLS inh
O=C(Nc1ccc2oc(-c3ccc4ccccc4c3)nc2c1)c1cccc(Cl)c1Cl,6%,-1%,-11%,2%,-4%[59 µM],31%,-11%,0,-2%
O=C1NC(Cc2ccccc2)c2nc3cc(F)ccc3c(=O)n2-c2cc3ccccc3cc21 (stereo not drawn),.,-8%,.,-5%,.,.,.,-4,1%
Cc1ccc(NC(=O)C(C)OC(=O)Cn2[nH]c(=O)c3ccccc3c2=O)cc1 (stereo not drawn),10%,-2%,-6%,-11%,4%,29%,-3%,4,0%
O=C(NCCCc1nc2ccccc2n1Cc1ccccc1)C1CCCCC1,-5%,-6%,1%,-6%,5%[59 µM],4%,-19%,-2,-8%
COc1ccccc1-c1cc(C(=O)Nc2cc(OC)c(OC)c(OC)c2)no1,-1%,6%,3%,-12%,-23%[59 µM],41%[activator],-8%,3,1%
O=C(COc1ccc2ccccc2c1)N1CCN(C(=O)c2cccs2)CC1,-4%,-5%,-3%,-3%,-12%[59 µM],36%,-5%,2,-2%
CC(C)c1nc2oc3c(N4CCN(C)CC4)ncnc3c2c2c1CCC2,1%,i,-2%,-7%,24%[59 µM],44%[activator],-5%,0,-13%
O=C(COC(=O)c1nc(Cl)ccc1Cl)NNC(=O)c1ccccc1,10%,-5%,1%,-13%,23%,66%[activator],-7%,-1,3%
Cc1cc(OCC(=O)Nc2ccncc2)cc(C)c1Cl,-21%,i,4%,-5%,0%,73%[activator],-10%,-4,-2%
COc1ccccc1CC(=O)Nc1ccc2c(C)cc(=O)oc2c1,-3%,i,-1%,-1%,71µM*,-4%,-5%,-5,18%
O=C1C2C3C=CC(C3)C2C(=O)N1CNc1ccccc1 (stereo not drawn),5%,-3%,-10%,-14%,5%[59 µM],21%,0%,2,-2%
COc1ccc(-n2nnnc2SCC(=O)Nc2cccc(C)n2)cc1OC,-2%,0%,4%,-3%,1%[12.7 µM],14%,-11%,2,11%
CCN(C(=O)CSc1nccc(=O)[nH]1)c1cccc2ccccc12,.,-1%,-4%,-8%,.,40%[activator],-15%,5,-8%
CCOc1ccc(CNc2ccc(CNc3ncn[nH]3)cc2)cc1,?,i,-1%,-6%,-19%,21%,-34%,-3,9%
CN(C)c1ccc(-c2c(-c3ccc4c(c3)OCO4)noc2-c2ccsc2)cn1,-6%,-7%,0%,-8%,.,11%,-20%,-2,2%
COc1ccc(NC(=O)CN(c2ccc(C)cc2)S(=O)(=O)c2c(C)nn(C)c2C)cc1OC,-1%,-2%,-3%,?,-5%,15%,-8%,-1,-2%
Cc1nn(CC(=O)O)c(=O)c2ccccc12,-35%,5%,-1%,-7%,27%[12.7 µM],13%,-11%,1,1%
COc1ccc(CN2CCN(c3cc(C)nc4c5c(C)cc(C)nc5nn34)CC2)cc1F,4%,3%,7%,-12%,-6%[59 µM],26%,5%,2,1%
COc1ccc(C(=O)Nc2ccc3ccccc3n2)cc1OC,1%,-10%,-3%,-4%,-1%[0.501 µM],18%,-17%,4,13%
COc1cc(/C(O)=C(\C#N)c2nc3ccccc3[nH]2)cc(OC)c1OC,9%,-9%,33%[activator],-9%,29%[59 µM],48%[activator],4%,0,13%
COc1ccc(CNC(=O)Cn2nc(C(F)(F)F)cc2C)cc1,4%,-10%,3%,-16%,9%,44%[activator],-7%,-4,-3%
Cc1nn(S(=O)(=O)c2ccc(F)cc2)c(C)c1S(=O)(=O)N1CCCCCC1,0%,0%,1%,-18%,1%[59 µM],11%[57 µM],-11%,0,5%
COc1ccc(C(=O)N[C@H](C(=O)NC2CCCCC2)C(C)C)cc1,.,0%,-4%,-9%,.,32%,-4%,4,-10%
COc1ccc(NC(=S)Nc2ccc(S(N)(=O)=O)cc2)c(C)c1,1%,-9%,-2%,10%,-45%,6%,-12%,1,17%
Cc1cc(C)cc(OCC(=O)Nc2nc(-c3ccc(F)cc3)ns2)c1,-2%,i,-2%,-6%,-6%[59 µM],23%,-24%,-6,0%
# (listing goes on)
SMILES,BAZ2B inh,Tb PGK inh,Pin1 inh,Pol eta inh,G9a inh,HP1b chromo inh,JMJD2A Tudor,PI4K2A block,GLS inh
Cc1cccc(NC(=O)NCc2ccc3[nH]c(C)cc3c2)c1,.,-5%,-7%,-10%,?,5%,-24%,-1,-4%
COc1ccc(-c2cc(C(F)F)n3ncc(C(=O)Nc4cccc(S(=O)(=O)N5CCOCC5)c4)c3n2)cc1,-9%,-6%,-1%,-6%,.,-16%,-21%[11.4 µM],-10,-14%
CCOC(=O)C(NC(C)=O)(NC(C)C)C(F)(F)F (stereo not drawn),-9%,-4%,-7%,-5%,2%,34%,-2%,-3,0%
CC(=O)N1C(=O)NC2=C(C(=O)CCC2)C1c1cccc([N+](=O)[O-])c1 (stereo not drawn),19%,-1%,3%,-3%,32%,-3%,-3%,0,2%
Cc1onc(-c2ccccc2Cl)c1C(=O)OCn1nnc2ccccc2c1=O,-4%,i,-1%,-11%,8%[59 µM],35%,-4%,2,0%
COc1nc(-c2ccccc2)ccc1-c1noc(COc2ccccc2)n1,10%,-7%,56%[activator],1%,70%[activator][59 µM],113%[activator],?,0,15%
N#CCCN1CCC(NC(=O)OCc2ccccc2)CCC1=O (stereo not drawn),8%,6%,5%,-9%,-11%,31%,-15%,0,1%
Cc1ccc(SCC(=O)c2ccc[nH]2)cc1,-8%,3%,-6%,-11%,8%,24%,3%,0,1%

# Some of the compounds tested; count on the stated rates, not on these rows.
